ERp5 block – ERp5 (human) disulfide isomerase inhibition | Q15084 | ERp5 insulin aggregation, absorbance 650 nm, 90 min | inhibition, % at 9.99 µM | 0.05% of 350,000 active | AID 651711;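 active means mean replicate inhibition above about 25%, with every replicate also reaching it, limit read from the data, passing the limit was not always enough; inconclusive means only one of those two criteria met; inactive means neither criterion met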
Target sequence (Q15084 whole entry, looked up): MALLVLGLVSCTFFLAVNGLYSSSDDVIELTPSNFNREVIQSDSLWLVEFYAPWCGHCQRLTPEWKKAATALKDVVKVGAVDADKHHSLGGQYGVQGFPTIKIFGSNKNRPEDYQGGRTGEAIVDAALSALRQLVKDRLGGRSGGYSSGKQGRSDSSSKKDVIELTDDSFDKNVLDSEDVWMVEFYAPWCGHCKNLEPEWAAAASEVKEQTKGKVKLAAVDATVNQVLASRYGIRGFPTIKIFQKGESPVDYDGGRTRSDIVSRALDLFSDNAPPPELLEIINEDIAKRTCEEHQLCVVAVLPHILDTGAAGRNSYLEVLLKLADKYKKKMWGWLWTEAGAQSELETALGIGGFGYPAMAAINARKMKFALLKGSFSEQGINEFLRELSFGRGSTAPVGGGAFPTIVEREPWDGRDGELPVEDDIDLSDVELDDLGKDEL
CFTR F508del cor – CFTR F508del correction in bronchial cells; activity (quench increase), % at 7.58 µM; CFBE cells, YFP halide quenching; stimulated with forskolin plus potentiator P3; % fluorescence drop versus neutral controls; 0.36% of 350,000 active; AID 720511;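 active means mean added fluorescence quench of at least 8% versus neutral control, with both replicates also reaching 8%; inconclusive means only one of the mean or replicate conditions met; inactive means mean below 8% and not both replicates reaching 8%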;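 further: cells transiently co-express mutant CFTR-F508del with the halide-sensitive YFP; corrector assay measuring rescue of mutant channel to the surface after 24 h compound exposure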
ARNT-TACC3 inh – disruptors of human ARNT/TACC3 interaction; AID 623870; 0.66% of 390,000 active; inhibition, % at 9.99 µM; AlphaScreen His-ARNT PAS-B/GST-TACC3 binding, luminescence; TACC3 fragment carries E629A point mutation;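 active means mean inhibition of replicates at least 50% and at least half of replicates each reaching 50%; inconclusive means half or more replicates reach 50% but mean below 50%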;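 further: 0% = complete ARNT plus TACC3 wells and 100% = ARNT alone without TACC3; many hits fall short of the cut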
DENV2 CPE rescue – protects cells from dengue virus 2 cytopathic effect. 1.7% of 350,000 active. CPE inhibition, % at 9.99 µM. DENV2-infected cells, cytopathic effect rescue, plate reader; in the data active means CPE inhibition above about 20%, passing the limit was not always enough; inconclusive means no clear call, values can overlap the other calls; tested in BHK-21 cells;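 further: 0% = median of neutral control wells and 100% = median of positive control wells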
INS-1E GSIS act – primary screen for activators of insulin secretion dependent on glucose, INS-1E cells, GLuc reporter luminescence | 0.61% of 370,000 active | AID 743287 | activation, % at 16.6 µM | INS-1E GLuc reporter insulin secretion, 2-3 h;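 active means lowest replicate activation of at least 40%, so every replicate reaches that level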;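 further: 0% = median of neutral control wells and 100% = median of IBMX positive control wells; some compounds called inactive have numbers as strong as hits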
PAX8 reporter – lowers PAX8-driven luciferase in RMG-I cells; inhibition, % at 12.6 µM; RMG-I TPO-luciferase reporter, SteadyGlo, 24 h; 1.2% of 360,000 active;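 active means mean replicate inhibition at least 60% with every replicate also reaching 60%; inconclusive means only one of the two criteria is met; inactive means mean below 60% and not all replicates reaching 60%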;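 further: luciferase light reporting Pax8 driven TPO promoter activity; plate controls were median of neutral control wells for no effect and mitoxantrone controls for full effect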
EWS-Fli inh – blocks EWS/Fli oncoprotein-driven transcription; AID 651661; 0.67% of 350,000 active; A673 NR0B1-luciferase reporter, viability-normalised; inhibition, % at 12.6 µM;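 active means mean inhibition of at least 50% after viability correction, with every replicate also passing that limit; inconclusive means mean reaches 50% but only one of two replicates passes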;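 further: firefly luciferase signal divided by Alamar Blue viability fluorescence both relative to DMSO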
XiGFP reactiv – activators of X-chromosome reactivation in mouse fibroblasts; activation, % at 7.58 µM; 0.055% of 360,000 active; XiGFP mouse fibroblasts, % GFP-positive cells imaging, 3 d; cells co-treated with 5-aza-dC sensitizer; scaled so ellipticine positive control = 100%;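 active means mean normalized replicate activation at least 10% and every replicate at or above 10%; inconclusive means only one of the two criteria met; inactive means mean below 10% and not all replicates reach 10%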;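 further: 0% = median of on-plate neutral control wells and 100% = ellipticine 6 µM median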
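Schedule: 3 d treatment, 15 min room-temperature fixation; system: 68-5-11 XiGFP fibroblast line; buffer or medium: DMEM plus 5-aza-dC sensitizer; control set: ellipticine 6 µM positive control; compound: one concentration, pinned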
Active calls of the source: *; ? = inconclusive; . = no result given.

Molecule	ERp5 block	CFTR F508del cor	ARNT-TACC3 inh	DENV2 CPE rescue	INS-1E GSIS act	PAX8 reporter	EWS-Fli inh	XiGFP reactiv
CCC(=O)Nc1ccc2c(c1)C(=O)N(C)[C@H]1CC[C@H](CC(=O)N3CCc4ccccc4C3)O[C@H]1CO2	2	2.2	-5	5	-3	54	6	0.2
CCC(=O)N(C)C[C@H]1Oc2cc(Br)ccc2S(=O)(=O)N([C@@H](C)CO)C[C@@H]1C	-2	-3.0	-2	15	18	.	-9	0.2
NC(=O)C1CCN(c2ccc(S(=O)(=O)N3CCCCC3)cc2[N+](=O)[O-])CC1	-5	0.2	.	0	-1	-9	6	0.1
COc1ccc(OC)c(S(=O)(=O)n2c([N+](=O)[O-])cnc2C)c1	-1	-1.2	-5	1	5	13	0	0.0
COc1ccc(S(=O)(=O)Nc2ccc3c(c2)[C@H]2C[C@@H](CC(=O)NCC4CC4)O[C@@H](CO)[C@H]2O3)cc1	-2	-1.3	3	-3	-20	-19	3	0.0
O=C(COC(=O)/C=C/c1ccco1)Nc1ncc(C(F)(F)F)cc1Cl	-2	2.4	2	?	-18	19	5	0.0
CN1C(C(=O)NCc2cccc(C(F)(F)F)c2)CC2Cn3c(nc4ccccc43)C21 (stereo not drawn)	1	-2.7	-4	3	-12	9	-2	0.2
O=C(c1cccc([N+](=O)[O-])c1)N1CCOCC1	.	.	-4	.	16	-4	.	4.8
COc1ccc(OC)c(NC(=O)CN2C(=O)CSc3ccc(S(=O)(=O)N4CCCC4)cc32)c1	0	2.7	4	4	-10	-1	.	0.0
Cc1ccc(CS(=O)(=O)c2ncc(Cl)c(C(=O)Nc3nnc(C)s3)n2)cc1	3	4.9	-2	13	-8	12	68*	1.3
COC(=O)C[C@@H]1CC[C@@H]2[C@H](COc3ccc(NC(=O)Cc4cccs4)cc3C(=O)N2C)O1	-1	.	-1	-1	5	22	17	0.3
CCCCN(C(=O)c1nn(C)c(=O)c2ccccc12)c1c(N)n(CCC)c(=O)[nH]c1=O	-21	2.5	0	-11	13	1	-1	0.0
CCCCN1C(=O)C(CC(=O)NCCCN(C)C)CC(C(=O)N(C(C)C)C(C)C)=C1C (stereo not drawn)	2	0.7	.	-2	14	9	-9	-0.1
COc1cccc(CNS(=O)(=O)c2cc3c(cc2C)n(C)c(=O)c(=O)n3C)c1	-3	1.3	.	-4	9	5	0	0.3
CCCNC(=O)c1cc(C2CCCCN2C(=O)c2cccs2)on1 (stereo not drawn)	-2	-2.9	.	-6	10	-2	-1	2.5
O=C1C=C(c2cnc3ccccc3c2)C[C@@H](c2ccc3c(c2)OCO3)C1	-1	2.7	19	0	4	18	-20	0.2
CC(C)Cc1cc(C(=O)NCc2cccs2)no1	-1	0.3	-8	4	.	-195	-74	-0.1
COc1ccc(S(=O)(=O)N2CCN(C(=O)CCc3c[nH]c4ccccc34)CC2)cc1	0	-1.0	2	3	14	7	7	0.0
C[C@@H]1CN([C@H](C)CO)C(=O)c2cc(NS(=O)(=O)c3cccs3)ccc2O[C@@H](C)CCCCO[C@@H]1CN(C)S(=O)(=O)c1ccc(F)cc1	0	-0.6	-4	-13	-11	7	2	-0.5
CC(=O)N1c2ccc(C)cc2Sc2c1ccc1ccccc21	-1	-10	.	-16	.	-37	-40	0.0
CCCNC(=O)C[C@H]1CC[C@@H]2[C@H](COC[C@@H](O)CN2CC2CCCCC2)O1	1	-2.1	-3	-1	1	.	.	0.5
CC=Cc1ccc2n(c1=O)C[C@@H]1[C@@H](CO)[C@H](C(=O)NCCC)N(C(=O)C3CCOCC3)[C@H]21 (mixture of isomers)	?	.	16	-8	4	.	5	0.0
O=C(Nc1ccccc1F)C1CCCN(S(=O)(=O)c2ccc(-n3cnnn3)cc2)C1 (stereo not drawn)	-3	-1.2	-1	6	-6	29	.	0.3
O=C(OCC(=O)N1CCC(Cc2ccccc2)CC1)c1cc(Cl)ccc1O	-2	-3.2	-6	7	8	-7	-7	0.0
Cc1ccc(NC(=O)CCC(=O)NNC(=O)c2ccccc2[N+](=O)[O-])c(C)c1	?	-2.0	0	-2	4	0	-6	0.0
Cc1ccc(S(=O)(=O)Nc2cc3c(cc2N2CCOCC2)n(C)c(=O)c(=O)n3C)cc1	0	0.6	2	-3	9	-1	-1	0.1
CC(C)(C)C(=O)Nc1ccc(-c2csnn2)cc1	.	-3.5	0	4	.	-66	-57	0.0
N#CNC(=Nc1cccc(C(F)(F)F)c1)SCc1ccc(C(=O)O)cc1	-4	-1.4	-4	1	6	7	6	0.0
CC(=O)Nc1ccc(S(=O)(=O)N2CCN(C(=O)c3ncoc3-c3ccc(F)cc3)CC2)cc1	-3	-2.0	-10	-4	-1	0	2	0.3
COc1cc(/C=N/NC(=O)CC2(C)OCCCO2)ccc1OCc1ccccc1	.	.	2	.	-6	-72	.	0.1
COc1cccc(-c2ccc(NC(=O)C3CCCN(Cc4cnn(C)c4C)C3)cc2)c1 (stereo not drawn)	-2	4.2	3	1	-9	-16	.	0.2
COc1cc(C(=O)N2CCCCC2c2cc(C(=O)N3CCOCC3)no2)cc(OC)c1C (stereo not drawn)	1	-4.2	.	-1	-7	14	-4	-0.1
CC(C)NC(=O)N1CC2(C1)[C@H](c1ccccc1)[C@@H](CO)N2C(=O)C1CCCC1	0	0.1	.	-8	7	-8	12	0.2
Cc1ccc(NC(=O)Cn2cc(C=O)c3ccccc32)cc1C	-1	-2.2	-3	-1	-5	11	9	0.0
Cn1c(Cn2c(=O)sc3ccccc32)nnc1SCC(=O)NCC1CCCO1 (stereo not drawn)	6	0.6	.	4	31	0	-7	0.3
CCOC(=O)N1CCN(c2ccccc2OC)CC1	3	1.4	-3	-3	5	2	6	0.0
CS(=O)(=O)c1sc(C(=O)NC(=O)Nc2cccc(C(F)(F)F)c2)c2c1C=CCC2	5	-3.1	-4	15	6	12	6	0.5
OC[C@@H]1[C@H](c2ccc(C#CC3(O)CCCC3)cc2)[C@@H]2CN(Cc3cccnc3)CCCCN12	-3	-0.9	4	6	10	11	-1	0.2
CC1CCc2c(C(=O)Nc3ccc(OC(F)(F)F)cc3)csc2C1 (stereo not drawn)	.	.	-2	.	17	-59	.	-0.1
CCc1c(C(=O)N/N=C/c2cn[nH]c2-c2ccc(F)cc2)csc1C	.	.	-5	.	-9	-2	.	0.2
CCCC#Cc1ccc([C@@H]2[C@@H](CO)N3C(=O)CN(S(=O)(=O)Cc4ccccc4)C[C@H]23)cc1	-6	0.7	.	1	-16	.	3	0.2
COc1ccc(C(C)(NC(C)=O)c2nc(-c3cnc4ccccc4c3)cs2)cc1 (stereo not drawn)	-3	-2.0	.	0	-9	1	-40	0.1
CCC(=O)N1C[C@H](C)[C@H](OC)CN(C)C(=O)c2ccc(NC(=O)COC)cc2OC[C@H]1C	-4	-1.5	.	3	0	.	.	-0.4
CC(C)CNC(=O)N[C@@H](CC(C)C)C(=O)O	5	-0.8	-8	.	-4	20	1	0.0
C[C@@H]1CN([C@@H](C)CO)C(=O)c2c(c3ccccc3n2C)-c2ccccc2CO[C@@H]1CN(C)C(=O)c1ccncc1	4	-2.7	6	4	-4	3	4	-1.2
COc1ccc(C)cc1C1=Nc2ccccc2C1(C)C	.	.	1	.	46	10	.	-0.1
CCNC(=O)C[C@@H]1CC[C@@H]2[C@@H](COc3ccc(NC(C)=O)cc3C(=O)N2C)O1	-7	-2.6	19	-2	6	-45	2	0.3
C[C@H](CO)N1C[C@H](C)[C@H](CN(C)Cc2ccc(-c3ccccc3)cc2)Oc2c(NC(=O)c3nc4ccccc4s3)cccc2C1=O	-8	5.8	7	41*	0	.	0	0.0
O=C(Nc1ccccc1)c1cccc(C(=O)Nc2ccccc2)n1	0	0.4	-4	1	22	2	.	0.0
CCOC(=O)CSC1=N/C(=C/c2ccc(-n3cncn3)cc2)C(=O)N1C(C)=O	2	0.9	-12	.	10	21	32	-0.2
CN(C)C(=O)[C@@H]1[C@@H](CO)[C@@H]2Cn3c(cccc3=O)[C@@H]2N1CC1CCCCC1	-4	-0.6	.	-3	6	-2	.	-0.1
C[C@@H]1CN([C@@H](C)CO)C(=O)Cc2cc(NS(=O)(=O)c3cn(C)cn3)ccc2O[C@H]1CN(C)CC1CCCCC1	-2	-1.6	16	13	7	-9	1	0.3
COc1ccc([C@H]2Cc3cccc(O)c3C(=O)O2)cc1O	-1	0.3	1	6	2	-7	-1	-0.1
C[C@H]1CN([C@@H](C)CO)S(=O)(=O)c2ccc(C#CCN(C)C)cc2O[C@H]1CN(C)Cc1ccc(F)cc1	0	2.5	6	-4	16	.	7	-1.2
CN1[C@@H]2c3ccc(C4=CCCC4)c(=O)n3C[C@H]1[C@H](CO)[C@H]2C(=O)N1CCCCC1	-3	.	-6	-16	4	.	-1	0.0
C[C@@H]1CN([C@H](C)CO)C(=O)Cc2cc(NC(=O)Cc3cn(C)c4ccccc34)ccc2O[C@H]1CN(C)Cc1ccccc1	-7	-0.7	-16	4	-11	8	-7	-0.2
CCC(=O)c1cccc(-c2ccccc2)c1CC	-1	1.0	14	?	4	16	6	0.3
CC1CCN(c2c(NCc3ccc(C(=O)N4CCc5ccccc54)cc3)c(=O)c2=O)CC1	-1	-6.1	5	-3	.	23	53*	0.6
Cn1ccsc1=NC(=O)c1ccc(S(=O)(=O)C(F)F)cc1	4	-2.3	4	-7	-5	-173	-89	0.4

Three compounds from above, sorted by formula weight, falling:
Molecule	ERp5 block	CFTR F508del cor	ARNT-TACC3 inh	DENV2 CPE rescue	INS-1E GSIS act	PAX8 reporter	EWS-Fli inh	XiGFP reactiv
C[C@H](CO)N1C[C@H](C)[C@H](CN(C)Cc2ccc(-c3ccccc3)cc2)Oc2c(NC(=O)c3nc4ccccc4s3)cccc2C1=O	-8	5.8	7	41*	0	.	0	0.0
CS(=O)(=O)c1sc(C(=O)NC(=O)Nc2cccc(C(F)(F)F)c2)c2c1C=CCC2	5	-3.1	-4	15	6	12	6	0.5
CC(C)NC(=O)N1CC2(C1)[C@H](c1ccccc1)[C@@H](CO)N2C(=O)C1CCCC1	0	0.1	.	-8	7	-8	12	0.2

Assay outcomes from PubChem.
